# TCR activator: activates T cell receptor signaling; Potency, µM (doses to about 9.22 µM), for the others: at the highest dose activation of IL-2 secretion, hits mostly activators; AID 504894; 330,000 tested, under 10 active; primary human leukocytes, anti-CD3, IL-2 HTRF, 48 h; note: % of control where 0% means no effect
#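 IL-2 release read by HTRF sandwich (Eu cryptate donor, d2 acceptor, 665 nm emission) after 48 hr exposure of primary human leukocytes to compound together with anti-CD3 beads in the absence of co-stimulatory signals.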
# Mito fusion yeast: inhibitors of mitochondrial division or activators of mitochondrial fusion | S. cerevisiae fusion-defective mutant growth rescue, CellTiterGlo 48 h | Potency, µM (top dose mostly 46.1 µM), for inactives: at the top dose growth rescue (activation), actives largely listed as activators | 320,000 tested, 0.23% active;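 note: potency is the fitted concentration of half-maximal effect; % of control where 0% means no effect; nearly all actives have a fitted effect of over 45% in size; temperature-sensitive fusion mutants such as fzo1-1 at 37 °C on non-fermentable ethanol glycerol medium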
#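 Compounds are tested for their ability to restore growth of mitochondrial fusion-defective yeast strains at non-permissive 37C in YPEG medium over 48 hours. Viability is quantified by luciferase luminescence.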
# USP2a inh: USP2a (human) protease inhibition | O75604 | USP2 core, Ub-CHOP2 coupled fluorogenic reporter, 485/531 | Potency, µM (doses to about 38.3 µM), for the others: at the top dose activity change, negative = inhibition, actives largely listed as inhibitors | 330,000 tested, 0.01% active | AID 463254;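 note: potency is the fitted concentration of half-maximal effect; plate controls were DMSO wells for no effect and full inhibition by NEM control for full effect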
#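 USP2 core (10nM final) preincubated 30min RT with compound in 20mM Tris-HCl pH 8.0, 2mM CaCl2, 2mM beta-mercaptoethanol, 0.05% CHAPS; 25nM Ub-CHOP2 plus 25nM reporter substrate added, fluorescence (Ex485/Em531) read after 60min.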
# KCNH2 3.1 block: inhibitors of human KCNH2 3.1 potassium channel isoform; activity change, % (tested at about 1.8 µM); 340,000 tested, 0.95% active; U2OS KCNH2 3.1, thallium flux FluxOr; stronger effect = lower value;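 active = maximum activity change below -70%; inconclusive = maximum activity change from -70% to -50%; inactive = maximum activity change above -50%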;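 note: thallium influx rate constant from kinetic fluorescence after stimulation buffer; % is set by controls: 0 for no effect and ±100 for the full control effect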
#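 Measured as rate of thallium-driven FluxOr signal in transduced U2OS cells carrying the 3.1 channel, read kinetically for 2 min upon stimulation; values are rate constants scaled to DMSO control wells.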
# A-T KAP1 phos: candidate therapy for ataxia-telangiectasia | […] A-T fibroblasts, KAP-1 phosphorylation AlphaLISA; neocarzinostatin DNA damage 30 min before lysis | Potency, µM (top dose mostly 57.5 µM), for the others: at the top dose activation, hits mostly activators | 320,000 tested, 0.19% active; note: potency is the fitted concentration of half-maximal effect; % of control where 0% means no effect; nearly all actives have a fitted effect of over 45% in size
#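 hTERT-immortalized A-T patient fibroblasts ([…]), 500 cells/well in OPTI-MEM, 1% FBS, got compounds for 60 min, then NCS for 30 min at 37C. Lysates were then assayed for phospho-KAP-1 by AlphaLISA (anti-pKAP1 donor, anti-KAP1 acceptor beads), 6 hr at 25C.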
# TRPV1 agonist: agonists of human vanilloid receptor 1 (TRPV1); TRPV1-expressing cells, Fluo-8 calcium influx, agonist mode; AID 540275; 320,000 tested, 0.19% active; activation, % at 8.33 µM; Q8NER1; in the data active = activation above about 80%; inconclusive = between about 30% and that limit; note: 0% is about no effect
# Target sequence (Q8NER1 whole entry, looked up): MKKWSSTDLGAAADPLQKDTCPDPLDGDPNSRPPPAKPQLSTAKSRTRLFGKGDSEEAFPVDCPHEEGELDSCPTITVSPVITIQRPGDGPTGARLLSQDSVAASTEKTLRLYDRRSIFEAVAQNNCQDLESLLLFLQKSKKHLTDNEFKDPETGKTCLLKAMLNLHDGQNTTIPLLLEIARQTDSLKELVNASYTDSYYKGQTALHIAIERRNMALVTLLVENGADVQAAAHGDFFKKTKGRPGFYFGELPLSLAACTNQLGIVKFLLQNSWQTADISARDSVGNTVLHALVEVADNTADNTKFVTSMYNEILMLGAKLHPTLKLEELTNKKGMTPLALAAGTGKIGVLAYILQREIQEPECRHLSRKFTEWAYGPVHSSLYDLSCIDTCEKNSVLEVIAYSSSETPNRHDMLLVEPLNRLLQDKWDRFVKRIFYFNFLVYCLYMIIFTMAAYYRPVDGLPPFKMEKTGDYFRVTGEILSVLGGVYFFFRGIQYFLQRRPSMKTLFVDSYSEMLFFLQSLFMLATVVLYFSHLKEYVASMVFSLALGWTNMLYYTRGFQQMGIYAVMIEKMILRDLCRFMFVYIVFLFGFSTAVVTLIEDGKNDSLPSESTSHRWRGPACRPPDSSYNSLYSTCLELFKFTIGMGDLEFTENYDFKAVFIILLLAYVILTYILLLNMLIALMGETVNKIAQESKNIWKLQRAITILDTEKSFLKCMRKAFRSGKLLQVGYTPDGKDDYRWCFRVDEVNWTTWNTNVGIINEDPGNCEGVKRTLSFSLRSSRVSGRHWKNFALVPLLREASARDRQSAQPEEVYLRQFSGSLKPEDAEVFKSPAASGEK
#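 Cells expressing TRPV1 were dye-loaded with Fluo-8 and read kinetically: 10 s baseline, 3 min after compound (agonist portion), then 2 min after EC20 capsaicin (allosteric enhancer portion). Calcium-bound dye fluorescence at 480/520 nm.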
# hERG WT inh: KCNH2 (human, wildtype) channel inhibition; AID 720551; Q12809; activity change, % at 1.84 µM; U2OS, BacMam KCNH2, thallium flux FluxOr; stronger effect = lower value; 340,000 tested, 0.37% active;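 active = maximum activity change below -70%; inconclusive = maximum activity change between -70% and -50%; inactive = maximum activity change above -50%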; note: % is set by controls: 0 for no effect and ±100 for the full control effect
#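 U2OS cells transduced with wild-type KCNH2 virus are loaded with FluxOr dye for 45 min, and thallium flux is measured in kinetic reads before and after stimulation buffer. Rate constants are normalized to DMSO controls.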
# TSHR antagonist: blocks TSH signaling through the human TSH receptor. P16473. TSHR-expressing cells, TSH-stimulated cAMP HTRF, 2 h; stronger effect = lower value. activity change, negative = inhibition, % at 11.5 µM. 330,000 tested, 0.2% active. AID 504810;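 active = activity change below a set negative limit, meaning inhibition stronger than a set level, cut at about -70% in these data; inconclusive = activity change between two set negative limits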; note: % is set by controls: 0 for no effect and ±100 for the full control effect
#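 TSHR-expressing cells were treated with compounds, then stimulated with TSH at EC80 (4nM final) for 2 hours at 37 deg C. Cellular cAMP was measured by HTRF competition between lysate cAMP and cAMP-d2 for a cryptate-labelled anti-cAMP antibody.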
# ELG1 repair inh: inhibitors of ELG1-dependent DNA repair in HEK293T cells; 330,000 tested, 2.3% active; HEK293T ELG1-luciferase reporter, luminescence, 16 h; DNA damage induced by 5-fluorouridine; Potency, µM (series often up to 46.1 µM), inactives show at the highest dose activity change, negative = inhibition, usual class: inhibitors; AID 504467; note: potency is the fitted concentration of half-maximal effect; % is set by controls: 0 for no effect and ±100 for the full control effect; nearly all actives have a fitted effect of over 55% in size
#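 Step one: seed 2,000 cells per well. Step two: pin-transfer compound or DMSO alongside 5-fluorouridine. Step three: incubate 16 hr, 37 °C, 5% CO2. Step four: add ONE-Glo, wait 30 min, read luminescence.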
# Eya2 phos inh: inhibitors of human Eya2 phosphatase activity; recombinant Eya2, OMFP fluorescence dephosphorylation (OMFP is methylfluorescein phosphate); AID 488837; Potency, µM (top dose mostly 76.9 µM), for the others: at the highest dose activity, negative = inhibition, usual class: inhibitors; 330,000 tested, 0.006% active; O00167; note: potency is the fitted concentration of half-maximal effect; % is set by controls: 0 for no effect and ±100 for the full control effect
#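 Eya2 protein (added as 0.2 uM solution) was preincubated with compound for 10 min at ambient temperature in 50 mM HEPES pH 7.5, 50 mM NaCl, 5 uM MgCl2, 0.05% BSA, 1 mM DTT. OMFP (added at 50 uM) then reacted 10 min; fluorescence read at 485/525 nm.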
# Active calls of the source: *; i = inactive; ? = inconclusive; nt = no result given; [ ] = remark or other dose. Unless noted, calls come from the whole dose curve; as a rule, active = well fitted curve in the direction sought with a large enough effect; inconclusive = small, poorly fitted or top-dose-only effect, or another doubt; inactive = no such curve, though single readings can be large; an effect the other way counts as inactive or inconclusive. Only part of the results is shown, so the mix of outcomes need not match the whole.
mol	TSHR antagonist	ELG1 repair inh	USP2a inh	TRPV1 agonist	Mito fusion yeast	KCNH2 3.1 block	Eya2 phos inh	hERG WT inh	TCR activator	A-T KAP1 phos
Cc1cccn2c(=O)c3cc(C(=O)N4CCOCC4)n(C)c3nc12	-6	18%	4%	-1	-1%	0	5%	-10	-5%	7%
O=C(COC(=O)c1cc(-c2cccs2)nn1-c1ccccc1)Nc1cccc([N+](=O)[O-])c1	-20	8%	-3%	-4	14%	4	0%	i	-8%[46.1 µM]	0%
Cc1ccc(NC(=O)c2cccc(NC3=NC4CS(=O)(=O)CC4S3)c2)cc1 (configuration not stated)	-4	13%	0%	2	3%	7	-18%	-3	-1%	-5%
COc1ccc(CN(C)C(=O)COc2cccc(-n3cnnn3)c2)cc1OC	14	-12%	-3%	nt	nt	10	-5%	-6	-14%	10%
CC(C)NC(=O)NNC(=O)c1cc(COc2cc(Cl)cc(Cl)c2)on1	-8	-7%	0%	-1	4%	-1	0%	2	2%	21%
CC(Oc1ccccc1)C(=O)N=C1SC2CS(=O)(=O)CC2N1c1ccc(F)cc1 (configuration not stated)	-6	19%	2%	-11	0%	9	-1%	-2	-2%	-2%
Cc1c(C(N)=O)sc2ncn(CC(=O)NCCc3ccccc3)c(=O)c12	0	8%	-1%	3	-1%	-4	1%	-8	nt	3%
Cc1ccc(C(=O)c2cn[nH]c2-c2ccccc2O)cc1	-9	?	1%	0	12%	15	11%	7	2%	0%
O=C(NC1CCSc2ccccc21)c1ccc(Cl)c(S(=O)(=O)N2CCOCC2)c1 (configuration not stated)	-1	-1%	-1%	0	-6%	-18	2%	-6	-1%	-8%
COc1cc2c(cc1O)CC[n+]1cc3c(OC)c(OC)ccc3cc1-2	-20	2%	-4%	0	0%	-34	-7%	0	18%	6%
Cc1oc(-c2ccccc2F)nc1CS(=O)(=O)CC(=O)NCCCN1CCc2ccccc2C1	-5	?	0%	2	-5%	12	2%	3	-12%[46.1 µM]	9%
O=C(CSc1cccc[n+]1[O-])c1cc2ccccc2o1	-4	?	5%	4	-24%	8	23%[15.4 µM]	0	-16%	-10%
Cc1ccc(S(=O)(=O)/N=c2\ccc(Cl)cn2C(F)F)cc1	8	30%	2%	6	0%	-6	8%	-11	1%	4%
O=C(COC(=O)c1cc[n+]([O-])cc1)NC(=O)c1ccc(OC(F)F)cc1	nt	23%	3%	nt	nt	-10	-28%	-11	-4%	-1%
CNC(=O)CSc1nccn1Cc1ccc(Cl)cc1	0	3%	3%	0	-5%	0	-2%	1	nt	2%
O=C(NC(NCc1cccnc1)C(Cl)(Cl)Cl)c1cccc2ccccc12 (configuration not stated)	-1	?	2%	5	24%	8	-2%	15	3%[46.1 µM]	-8%
O=C1CC[C@@H](CN(Cc2ccccn2)Cc2nc(-c3ccc(C(F)(F)F)cc3)no2)N1	-26	-14%	-2%	3	-4%	-1	-12%	-1	-4%	1%
COc1cc(CNc2ccc3[nH]c(=O)[nH]c3c2)ccc1OCc1ccc(F)cc1Cl	-9	?	2%	?	7%	0	-18%	-8	-3%	-3%
CCNC(=O)CC1C(=O)N(c2ccc(C)cc2)C(=O)N1CCOC (configuration not stated)	-4	7%	0%	3	-2%	-25	7%	1	12%	7%
COC(=O)CCC(=O)N1CCCC(C(=O)c2ccc(Cl)cc2C)C1 (configuration not stated)	-1	-2%	0%	-2	0%	-3	2%	-21	4%	-4%
CSc1nc(-c2ccco2)nn1C(=O)c1ccccc1	45	10%	-2%	-4	-6%	-1	-2%	-16	-2%	2%
CSc1ccccc1NC(=O)CN(C)C(=O)c1ccc2c(c1)OCCO2	-5	10%	-2%	1	-3%	-16	-2%	-4	nt	16%
CCCn1c(SCC(=O)NCc2ccc3c(c2)OCO3)n[nH]c1=O	49	-1%	2%	-3	0%	14	16%	1	-8%	-1%
Cc1ccc2c(c1)C(=O)N1[C@H]3c4cc(C)ccc4OC[C@@H]3[C@H](c3ccccc3)[C@]1(C)C(=O)N2	-10	-15%	4%	nt	nt	-48	7%	4	-10%	-2%
O=C(CNc1cccc(C(F)(F)F)c1)N/N=C/C1CCCCC1	-6	-12%	0%	97*	0%	-21	7%	-3	0%[46.1 µM]	-1%
C[C@H](CO)N1C[C@H](C)[C@@H](CN(C)S(=O)(=O)c2cn(C)cn2)Oc2c(NS(=O)(=O)c3ccc(F)cc3)cccc2C1=O	2	?	0%	nt	nt	3	-21%	-44	-3%	1%
COc1cc(Nc2nc3ccc(Cl)cc3n3cnnc23)cc(OC)c1OC	22	?	1%	1	-5%	-5	?	8	-2%	16%
CCO[C@H]1OC(C(=O)N2CCN(Cc3ccc4c(c3)OCO4)CC2)=C[C@@H](c2ccc(C(F)(F)F)cc2)[C@@H]1CCCO	-12	?	3%	?	-1%	nt	-18%	nt	-3%	8%
COc1ccc(C)c2sc(N(CCCN(C)C)C(=O)c3ccc4c(c3)OCCO4)nc12	-11	22%	-2%	-5	-14%	-1	-4%	10	4%	14%
COc1ccc(OCC(=O)NCc2n[nH]c(=O)c3ccccc23)cc1	5	0%	1%	-7	1%	-3	2%	6	9%	6%
CC(C)c1nnc(NC(=O)CCC(=O)NCc2cccs2)s1	9	11%	-2%	-3	-2%	10	4%	-3	7%	nt
c1ccc(CCN2CN(CCCN3CCOCC3)c3nc4ccccc4n3C2)cc1	-2	0%	0%	6	-2%	2	16%	2	-2%	4%
CC(O)[C@H]1CNC(=S)N1CCc1cccc(F)c1 (some centres not stated)	2	-2%	0%	3	24%	-13	2%	-3	13%	-10%
O=C1NCCN1CCN1C(=O)c2ccccc2NC1c1ccccc1 (configuration not stated)	-4	10%	-1%	1	-6%	4	-8%	-6	-4%	-9%
COc1ccc(CCNC(=O)C2=CCN(S(=O)(=O)c3ccc(F)cc3)CC2)cc1OC	-1	10%	0%	-1	-4%	-12	-9%	-7	-2%	-8%
O=C(NCc1ccccn1)c1ccc(NS(=O)(=O)c2cccc(Cl)c2)cc1	34	?	-4%	0	-1%	-6	3%	-8	-7%	-13%
O=c1c(-c2ccnn2-c2ccccc2F)cnc2n1CCS2	7	?	3%	-3	1%	7	-21%	-1	0%	0%
O=C(CSc1nc(O)c(Cc2ccccc2)c(=O)[nH]1)Nc1nc2c(s1)CCCC2	-11	-5%	1%	1	2%	8	7%	6	1%	-4%
CCOC(=O)C1CCN(S(=O)(=O)c2ccc(OCC(=O)OC)cc2)CC1	-13	6%	1%	2	4%	-1	-17%	-8	nt	4%
CCCCc1c(C)[nH]c2nc3ccccc3n2c1=O	-14	?	2%	3	-13%	9	0%	4	6%	2%
COC(=O)c1c(-c2ccccc2)csc1N	nt	nt	nt	-1	4%	7	nt	13	nt	nt
Cn1c(N)c(C(=O)CSc2nnc3n2CCCCC3)c(=O)n(C)c1=O	nt	0%	5%	nt	nt	-17	3%	-13	-2%	12%
O=C(CCC(=O)N(CC(=O)NC1CCCCC1)Cc1ccco1)Nc1nccs1	-7	-12%	2%	-2	-2%	5	4%	-7	-2%	5%
COc1ccc(N2CC(O)=C(c3nc(-c4ccc(Br)cc4)cs3)C2=N)cc1	-3	9%	-2%	1	3%	-4	0%	-17	0%	-1%
Cc1ccccc1C(=O)c1cccn1CC(=O)NCCCN1CCCCC1	1	16%	1%	0	0%	-8	5%	39	4%	5%
CCn1c(N)c(C(=O)COC(=O)CCc2nc3ccccc3c(=O)[nH]2)c(=O)[nH]c1=O	7	16%	-1%	-3	-2%	7	-1%	0	0%	1%
O=C(CSc1nnnn1-c1ccc2c(c1)OCCO2)c1cccc2c1OCCO2	-35	?	2%	4	2%	7	10%	12	-11%	10%
CCOC(=O)c1sc(NC(=O)c2cccc(S(=O)(=O)N3c4ccccc4CC3C)c2)cc1C (configuration not stated)	2	5%	-6%	0	0%	0	-5%	17	11%[46.1 µM]	-4%
CN(Cc1nc(-c2cnccn2)no1)Cc1cccc2ccccc12	2	-3%	2%	17	7%	15	-8%	7	-1%	2%
CC1CC(C)CN(C(=O)CNC(=O)Cn2ccc3ccccc3c2=O)C1 (configuration not stated)	12	14%	1%	-6	?	6	-15%	15	-37%	8%
Cn1c(=O)n(C)c2cc(NS(=O)(=O)c3cccs3)ccc21	0	?	0%	-6	4%	-14	-3%	-5	nt	4%
O=C(CN1C(=O)NC2(CCCc3ccccc32)C1=O)NCc1ccco1 (configuration not stated)	48	-15%	-1%	1	0%	-8	-4%	-7	0%	1%
